DT40 TDP1 no CPT = qHTS for Inhibitors of human tyrosyl-DNA phosphodiesterase 1 (TDP1): qHTS in cells in absence of CPT | DT40 Tdp1-/- hTDP1 cells, no CPT, ATP luminescence, 48 h | Potency, µM (series often up to 46.2 µM), for the others: at the top dose activity change, negative = growth inhibition, usual class: inhibitors | 420,000 tested, 15% active; also: nearly all actives have a fitted effect of over 55% in size
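Chicken DT40 Tdp1-/- cells stably complemented with human TDP1 were seeded at 400 cells/well with DMSO in place of 20 nM camptothecin. After compound pinning, cells grew at least 48 hr at 37 °C; viability read by CellTiter-Glo luminescence.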
GCN5L2 inh = qHTS Assay for Inhibitors of GCN5L2; Histone acetyltransferase KAT2A (Homo sapiens), Q92830; GCN5L2 HAT assay, ThioGlo1 CoA-SH fluorescence; Potency, µM (series often up to 58.9 µM), without a hit: top-dose activity change, negative = inhibition, usual class: inhibitors; 390,000 tested, 0.21% active
Target sequence (Q92830 whole entry, looked up): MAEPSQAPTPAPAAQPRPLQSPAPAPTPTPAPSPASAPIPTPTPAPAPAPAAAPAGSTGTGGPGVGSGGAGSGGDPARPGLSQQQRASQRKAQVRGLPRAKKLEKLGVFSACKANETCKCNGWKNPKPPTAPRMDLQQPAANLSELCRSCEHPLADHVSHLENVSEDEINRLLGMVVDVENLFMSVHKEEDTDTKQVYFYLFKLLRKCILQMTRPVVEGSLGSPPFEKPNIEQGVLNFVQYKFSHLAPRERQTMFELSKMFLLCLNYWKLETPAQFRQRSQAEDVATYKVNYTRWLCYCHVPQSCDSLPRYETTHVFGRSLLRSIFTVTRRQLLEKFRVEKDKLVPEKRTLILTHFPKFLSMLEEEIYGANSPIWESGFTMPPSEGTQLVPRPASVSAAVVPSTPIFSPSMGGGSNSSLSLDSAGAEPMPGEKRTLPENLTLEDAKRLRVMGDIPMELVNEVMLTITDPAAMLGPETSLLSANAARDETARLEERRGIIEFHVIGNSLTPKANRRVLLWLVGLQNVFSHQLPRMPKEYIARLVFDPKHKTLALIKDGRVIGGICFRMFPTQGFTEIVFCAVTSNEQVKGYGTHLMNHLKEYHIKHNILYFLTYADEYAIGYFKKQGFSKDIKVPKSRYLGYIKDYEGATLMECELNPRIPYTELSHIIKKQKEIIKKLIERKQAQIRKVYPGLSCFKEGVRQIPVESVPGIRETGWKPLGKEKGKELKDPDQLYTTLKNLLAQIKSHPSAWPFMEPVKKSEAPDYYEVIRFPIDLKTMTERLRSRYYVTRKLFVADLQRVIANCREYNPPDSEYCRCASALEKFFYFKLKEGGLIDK
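Fluorescence readout, Ex340nm/Em540nm: ThioGlo1 (50uM final) reacts with free CoA thiol released as 20nM GCN5L2 acetylates H3(1-25) peptide (75uM) using acetyl-CoA (70uM). Compound and enzyme sat 15 min beforehand; 20 min room-temperature reaction.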
TDP1 cell CPT = qHTS for Inhibitors of human tyrosyl-DNA phosphodiesterase 1 (TDP1): qHTS in cells in presence of CPT. chicken DT40 Tdp1-/-;hTDP1 cells + 20 nM CPT, ATP luminescence, 48 h. Potency, µM (titrated, usually from 46.2 µM), for inactives: at the highest dose activity change, negative = growth inhibition, actives largely listed as inhibitors. 420,000 tested, 12% active. AID 686979, 2013; also: nearly all actives have a fitted effect of over 55% in size
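Chicken DT40 Tdp1-/- cells stably complemented with human TDP1 were seeded at 400 cells/well in medium containing 20 nM camptothecin, exposed to pin-transferred compounds, and grown at 37 °C for at least 48 hr. Viability was read as ATP luminescence.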
An asterisk follows results filed as active; ? = inconclusive; nt = not tested or not shown; [ ] = another dose, or the depositor's remark. Calls follow the shape of the dose curve; as a rule, active = well fitted curve in the direction sought with a large enough effect; inconclusive = small, poorly fitted or top-dose-only effect, or another doubt; inactive = no such curve, though single readings can be large; an effect the other way counts as inactive or inconclusive. % is scaled to controls: 0 for no effect and ±100 for the full control effect; potency is read from the fitted curve at half-maximal effect. Random draw from the library; about 18% have a hit in one of these screens.

SMILES	DT40 TDP1 no CPT	GCN5L2 inh	TDP1 cell CPT
O=C1CCC([N+](=O)[O-])C(c2ccc(C(F)(F)F)cc2)N1 (configuration not stated)	0%	nt	21%
N#C/C(=C\c1ccco1)C(=O)Nc1cccc2ncccc12	1%	-17%	-1%
Cc1ccc(C)c(N2CCN(C(=O)NCc3noc4ccccc34)CC2)c1	?	-7%	?
COCCN(Cc1ccccc1)C(=O)C1CCN(C(=O)Nc2ccccc2)CC1	-1%	-1%	4%
O=C(CCc1nc2ccccc2c(=O)[nH]1)Nc1cc(Cl)ccc1N1CCCCC1	?	-19%	?
CSc1ccc(C(=O)Nc2cc(S(=O)(=O)N3CCOCC3)ccc2N2CCOCC2)cc1[N+](=O)[O-]	-25%	nt	-25%
N#CCC(=O)Nc1ccc(C(=O)OCC(=O)C23CC4CC(CC(C4)C2)C3)cc1	?	-8%	-29%
COc1ccc([N+](=O)[O-])cc1C(=O)Nc1ccc(Cc2ccncc2)cc1	?	3%	-12%
COc1cc(CNc2ncnc3c2ncn3[C@H]2CN(Cc3ccc(Cl)cc3)C[C@@H](CO)O2)cc(OC)c1OC	16µM*	nt	23µM*
CC[C@]12c3[nH]c4ccccc4c3CCN1C(=O)C(CC(=O)NCCCN(C)C)C[C@@H]2C(=O)N1CCN(C(=O)C2CC2)CC1 (some centres not stated)	1%	-2%	-8%
Oc1ccc(C[C@@H]2CNCCN2CCc2cccc3ccccc23)cc1	21µM*	-2%	15µM*
Cc1cccc(CN2CCN(C3CN(Cc4cn(Cc5ccc(Cl)cc5)nn4)S(=O)(=O)C3)CC2)c1 (configuration not stated)	21µM*	nt	18µM*
COc1cc(C(=O)NCC(c2cccnc2)N2CCc3ccccc3C2)cc(OC)c1OC (configuration not stated)	?	-4%	?
O=C(Nc1ccc(-n2cnnn2)cc1)c1cn2ccccc2n1	?	0%	-15%
CCOC(=O)CCn1nnc(N)n1	-12%	1%	-12%
CCCCCC(O)(c1ccc(OC)cc1)C(CN1CCOCC1)c1ccccc1 (configuration not stated)	10µM*	-4%	16µM*
COc1ccccc1N1CCN(C(=O)C(C)CS(=O)(=O)c2ccc3c(c2)NC(=O)CS3)CC1 (configuration not stated)	?	-9%	?
COCCn1c(=N)c(C(=O)NC2CCCC2)cc2c(=O)n3cc(C)ccc3nc21	3%	-9%	0%
O=c1c(Cl)c(N2CCC3(CC2)OCCO3)cnn1C12CC3CC(CC(C3)C1)C2	13µM*	-22%	?
O=C1CC2C(CCC23OCCO3)c2ccc3ccccc3c21 (configuration not stated)	?	nt	2%
COc1ccc(NC(=O)CSc2nc(SC)ns2)c(OC)c1	-28%	-6%	-13%
CCCc1cc(=O)[nH]c(SCc2csc(-c3ccccc3)n2)n1	-3%	-3%	0%
Cc1ccc(Cn2ncc(C)c2N)o1	?	-5%	7%
O=S(O)CNc1ccc(S(=O)(=O)c2ccc(NCS(=O)O)cc2)cc1	-10%	nt	7%
COc1cc(C(=O)COC(=O)CNC(=O)C2CCCCC2)cc(OC)c1OC	0%	-2%	-8%
COc1ccc(OC)c(C2C(C(=O)c3cc4ccccc4o3)=C(O)C(=O)N2c2cc(C)on2)c1 (configuration not stated)	?	-11%	?
CCNC(=O)C1(C)CCN(C(=O)c2ccc(OC(F)F)cc2)C1 (configuration not stated)	-14%	nt	-20%
Cc1ccc(C)c(Cn2c(=O)n(Cc3ccccc3)c(=O)c3sc4ccccc4c32)c1	2%	-1%	6%
COc1ccc(N(Cc2cc3cc(OC)ccc3[nH]c2=O)S(C)(=O)=O)cc1	-17%	1%	-13%
O=C(NC12CC3CC(CC(C3)C1)C2)N1CCC(O)CC1	-21%	0%	13%

Complete entries from above. Order of values: DT40 TDP1 no CPT, GCN5L2 inh, TDP1 cell CPT
Entry for `Cc1ccc(C)c(Cn2c(=O)n(Cc3ccccc3)c(=O)c3sc4ccccc4c32)c1` = 2%, -1%, 6%
Entry for `CCCc1cc(=O)[nH]c(SCc2csc(-c3ccccc3)n2)n1` = -3%, -3%, 0%

Next section:
SMILES	DT40 TDP1 no CPT	GCN5L2 inh	TDP1 cell CPT
O=C(NC(=S)NNC(=O)c1cc2ccccc2cc1O)c1ccco1	?	-19%	?
C/C=C/c1ccc(OCC(=O)OCC(=O)Nc2c(C)nn(-c3ccccc3)c2C)c(OC)c1	-3%	-8%	-1%
O=C(CCC(=O)NNC(=O)Nc1ccc(Cl)cc1)NCc1ccccc1	-9%	-5%	-19%
CC(C)(C)c1ccc(C(=O)Nc2ccc(Cl)cc2)cc1	-6%	-1%	-12%
Cc1cc(C(=O)NCCCc2ccccc2)no1	-4%	-17%	-3%
COC(=O)c1ccc(CSc2nnc(NC(=O)c3cc4c(s3)CCCC4)s2)cc1	-11%	4%	-25%
COc1ccccc1OCC(=O)NC1CCCc2ccccc21 (configuration not stated)	?	-6%	-28%
FC(F)(F)c1cc(NC2CCCCC2)ccn1	29µM*	-2%	-16%
CN(C)c1cc[n+](/C(C(=S)Nc2ccc(SC(F)F)cc2)=C(/[O-])c2ccccc2)cc1	10µM*	11%	13µM*
CC(C)c1ccc(C2(C)NC(=O)N(CC(=O)NCC3COc4ccccc4O3)C2=O)cc1 (configuration not stated)	?	-5%	?
C[C@H](CO)N1C[C@H](C)[C@@H](CN(C)C(=O)Nc2ccc(C(F)(F)F)cc2)Oc2ccc(NS(=O)(=O)c3cn(C)cn3)cc2C1=O	-14%	-5%	-13%
COc1cccc(CN2CCNC(=O)C2CC(=O)NC2Cc3ccccc3C2)c1 (configuration not stated)	3%	7%	-3%
COC(=O)c1cccc(NC(=O)CSc2nnc(-c3ccco3)o2)c1	2%	-4%	-1%
CCC(C)NC(=O)C1CCN(S(=O)(=O)N2CCC3(CC2)OCCO3)CC1 (configuration not stated)	11%	-2%	-17%
Cc1cccc(C(=O)OCC(=O)NC(=O)NC2CCCCC2)c1	-20%	nt	?
COc1cc(C(=O)NCc2cn3ccsc3n2)cc(OC)c1OC	-2%	nt	-11%
CCCc1ccc2oc(C(=O)N3CCC(N4CCCC(O)C4)CC3)c(C)c2c1 (configuration not stated)	?	-10%	?
COC(=O)CSc1nnc2n1C(C)(C)Cc1ccccc1-2	10%	1%	-1%
CCNC(=O)C1(C)CCN(C(=O)c2c(F)cccc2F)C1 (configuration not stated)	-6%	nt	-4%
Nn1c(SCc2ccccc2)nc2c(cnn2-c2ccccc2)c1=O	-18%	0%	?
Cc1ccc(-c2nc(SCC(=O)NCC3CCCO3)c3c(=O)n(C)c(=O)n(C)c3n2)cc1 (configuration not stated)	-16%	-5%	-25%
CCCCN(C)C(=O)C(Cc1ccccc1)NS(=O)(=O)c1ccc2c(c1)CCC(=O)N2 (configuration not stated)	-27%	0%	-27%
COc1cccc(C(=O)NC(=S)Nc2ccc(Cl)cc2C(=O)O)c1	7%	-3%	4%
CC(C)C[C@H](NC(=O)C1CC(=O)N(c2ccc3c(c2)OCCO3)C1)C(=O)N1CCCCC1 (some centres not stated)	12%	-6%	4%
O=C(NC1CCCN(C2Cc3ccccc3C2)C1)c1ccc(F)cc1Cl (configuration not stated)	2%	-5%	-27%
CCc1c(O)nc(SCC(=O)Nc2ccccc2OC)n(-c2ccccc2C)c1=O	17%	-10%	-1%
CSCCC(C(=O)N1C[C@]2(C)C[C@H]1CC(C)(C)C2)N1C(=O)c2ccccc2C1=O (some centres not stated)	-23%	-10%	-25%
Cc1ccc(CN2CC(N3CCN(Cc4cccc(C)c4)CC3)CS2(=O)=O)cc1 (configuration not stated)	?	nt	?
COC(=O)c1cccc(NC(=O)/C(=C\c2ccccc2)NC(=O)c2ccccc2Cl)c1	?	-3%	?
COC(=O)c1cccc(NC2=NS(=O)(=O)c3ccccc32)c1	?	-2%	?
COc1ccc(-c2nc3scc(CCNS(=O)(=O)c4ccc(Oc5ccccc5)cc4)n3n2)cc1	?	-12%	-13%
COc1ccc(NC(=O)c2ccc(-c3ccc(C)c4ccccc34)o2)cc1	-2%	-5%	?
CC1CCN(C(=O)CSc2ccc(-c3ccccc3)nn2)CC1	-21%	22%	-11%
On1nnc2ccc3ccccc3c21	13%	2%	3%
COc1cccc(CC(=O)OC(C)C(=O)NCc2ccc3c(c2)OCO3)c1 (configuration not stated)	-12%	1%	-14%
COc1cccc(-n2cc(C(=O)NCc3cccc(Cl)c3)c3ccccc3c2=O)c1	?	-3%	?
CC(C)c1[nH]nc2c1C(c1cccs1)C(C#N)=C(N)O2 (configuration not stated)	?	-2%	?
COc1ccc(NS(=O)(=O)c2cnc(N)nc2)cc1Cl	-15%	-4%	4%
CCCCN(C(=O)c1cc2c(s1)CCC2)c1c(N)n(CCCC)c(=O)[nH]c1=O	-16%	-7%	-12%
COCC(=O)N1CCC2(CC1)CCN(c1ccncc1)CC2	?	8%	?
CCOC(=O)c1c[nH]c2c(Cl)ccc(Cl)c2c1=O	-20%	-1%	?
CO/N=C(\c1nonc1N)N1CCN(c2ccc([N+](=O)[O-])cc2Cl)CC1	?	-16%	?
NS(=O)(=O)c1ccc(NNC(=O)c2ccc(F)cc2F)cc1	0%	21%	0%
CCCOc1ccc(CNC(=O)c2ccc(-n3c(C)cc4c3CCC(C)C4)cc2)cc1 (configuration not stated)	?	-7%	?
Cn1ccc2c(-c3cccnc3)cc3c(c21)C1CCC3C1 (configuration not stated)	?	nt	?
CCOc1ccc(-c2cc(C(=O)NN=C3CCN(C)CC3)[nH]n2)cc1	-16%	-4%	-19%
CCCCCCCCCCCCN1[C@@H](CC(=O)OC)c2cc(F)cc(F)c2S1(=O)=O	18µM*	nt	?
Cc1ccc(NC(=O)CSc2nnc(COc3ccccc3F)n2N)cc1S(=O)(=O)N1CCOCC1	?	nt	?
CCCCN(C)C(=O)Cn1cnc2sc(C)c(S(=O)(=O)N3CCC(C)CC3)c2c1=O	-13%	4%	-13%
CC(=O)NC(Cc1ccc(C)cc1)C(=O)NC1CCN(C(=O)c2ccc([N+](=O)[O-])cc2)CC1 (configuration not stated)	9%	-4%	-6%
COCCCn1c(=S)[nH]c2ccc(N3CCOCC3)cc2c1=O	-18%	?	-21%
CCN(CC)CCn1c(NCc2ccc(C)o2)nc2ccccc21	?	-6%[0.501 µM]	?
Cc1cc(-c2ccc(Cl)cc2Cl)c(C#N)c(=O)[nH]1	?	0%	?
Cc1ccc(-c2nc3c4ccccc4ccn3c2CC2CCCCC2)cc1	-29%	nt	?
N#CC(C(=O)NC1CC1)c1nc2ccccc2nc1N1CCN(C/C=C/c2ccccc2)CC1 (configuration not stated)	?	-4%	?
COc1ccc(Cc2nc3ccc(C(=O)NCCSC)cc3o2)cc1	-6%	nt	-3%
CCc1ccc2[nH]c(=O)c(C(c3nnnn3Cc3ccc(OC)cc3)N3CCOCC3)cc2c1 (configuration not stated)	1%	2%	16%
COc1cc(Br)c(CC(=O)NNC(=O)c2ccc(F)cc2)cc1OC	4%	-15%	8%
CCOc1ccc(NC(=O)CN(C)C(=O)c2ccc(C)o2)cc1OCC	-13%	1%	16%
O=C(COC(=O)c1cc(Cl)ccc1O)NNC(=O)c1ccccc1F	-20%	0%	-9%
More structures follow.
SMILES	DT40 TDP1 no CPT	GCN5L2 inh	TDP1 cell CPT
O=C(Cc1cc(=O)[nH]c(=O)[nH]1)NCc1ccccc1	-9%	1%	6%
O=C1Nc2ccc(F)cc2C12OCCO2	-19%	-4%	-10%
S=C(NCCCc1cnc[nH]1)NCCCN(Cc1ccc(Cl)cc1)c1ccc(Br)cc1	-95%	nt	13µM*
Cc1ccc(CSc2nnc3nc(C)cc(C)n23)cc1	-30%	-9%	-8%
Cc1[nH]c(=O)[nH]c(=O)c1S(=O)(=O)Nc1ccc(F)c([N+](=O)[O-])c1	2%	0%	-8%

Of the compounds above, these have a thiophene ring, fused or not.
SMILES	DT40 TDP1 no CPT	GCN5L2 inh	TDP1 cell CPT
Cc1ccc(C)c(Cn2c(=O)n(Cc3ccccc3)c(=O)c3sc4ccccc4c32)c1	2%	-1%	6%
COC(=O)c1ccc(CSc2nnc(NC(=O)c3cc4c(s3)CCCC4)s2)cc1	-11%	4%	-25%
CC(C)c1[nH]nc2c1C(c1cccs1)C(C#N)=C(N)O2 (configuration not stated)	?	-2%	?
CCCCN(C(=O)c1cc2c(s1)CCC2)c1c(N)n(CCCC)c(=O)[nH]c1=O	-16%	-7%	-12%
CCCCN(C)C(=O)Cn1cnc2sc(C)c(S(=O)(=O)N3CCC(C)CC3)c2c1=O	-13%	4%	-13%

Three of the compounds above, with values under each structure:
Each structure is followed by: DT40 TDP1 no CPT, GCN5L2 inh, TDP1 cell CPT
> CC(=O)NC(Cc1ccc(C)cc1)C(=O)NC1CCN(C(=O)c2ccc([N+](=O)[O-])cc2)CC1 (configuration not stated)
 : 9%, -4%, -6%
> COCCCn1c(=S)[nH]c2ccc(N3CCOCC3)cc2c1=O
 : -18%, ?, -21%
> CCN(CC)CCn1c(NCc2ccc(C)o2)nc2ccccc21
 : ?, -6%[0.501 µM], ?
